Source: PubChem
WRN inhibitor: WRN helicase (human) inhibition; Potency, µM (top dose mostly 114 µM), without a hit: at the top dose activity change, negative = inhibition, hits mostly inhibitors; 360,000 tested, 0.46% active; WRN helicase unwinding, fluorescent forked duplex, kinetic; also: potency is read from the fitted curve at half-maximal effect; % is scaled to controls: 0 for no effect and ±100 for the full control effect; nearly all actives have a fitted effect of over 55% in size
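Primary qHTS, 1536-well format. 20 nM WRN + compound, 15 min RT; start with 100 nM forked fluorophore/quencher duplex, 2 mM ATP (final); kinetic read ex 525/em 598 nm.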
PLK1 PBD block: blocks phosphopeptide binding to human PLK1 polo-box domain. P53350. Plk1 PBD binding of FITC phosphopeptide, fluorescence polarization. Potency, µM, for the others: max response, negative = inhibition, actives largely listed as inhibitors. 360,000 tested, 2.8% active. AID 720504; also: potency is read from the fitted curve at half-maximal effect; series mostly up to about 57 µM; % is scaled to controls: 0 for no effect and ±100 for the full control effect; nearly all actives have a fitted effect of over 65% in size
CCT chaperon mod: changes cytosolic chaperonin activity; purified chaperonin ATPase assay, HTRF ADP detection, 30 min; activity change, % (concentration not given with the values), hits read low; 360,000 tested, 0.3% active; AID 651819; in the data active = activity change below about -30%; also: % is scaled to controls: 0 for no effect and ±100 for the full control effect
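ATPase activity: ADP formed was measured by HTRF Transcreener (665/615 nm ratio) after 30 min at 37 deg C with 10 uM ATP. Compounds screened at one 76 uM concentration against 40 or 20 nM TRiC in Tris pH 7.4/KCl/MgCl2/DTT buffer.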
IL2 activator: activates IL-2 in a cell-based reporter assay | 360,000 tested, 0.065% active | IL-2 activation reporter assay, cell-based qHTS; stimulated with anti-CD3/CD4/CD28 beads; in transgenic mouse T cells | AID 652025 | activation, % (series mostly up to about 46 µM); in the data active = activation above about 50%; inconclusive = mostly about 30% to 49%; also: 0% is about no effect
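Using fluorescent plate cytometry, EGFP and DsRed are detected in transgenic mouse T cells stimulated 18 h at 37 degrees C with antibody-coated beads after 60 min compound pretreatment.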
EPAC1 antag: EPAC1 (human) antagonism; Potency, µM (titrated, usually from 115 µM), for inactives: top-dose activity change, negative = inhibition, usual class: inhibitors; AID 720709; EPAC1 GEF assay, Rap1b-BODIPY-GDP exchange fluorescence; O95398; 360,000 tested, 0.14% active;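 also: potency is read from the fitted curve at half-maximal effect; plate controls were vehicle for no effect and positive control for full effect; nearly all actives have a fitted effect of over 50% in size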
EPAC2 agonist: activates human EPAC2 exchange factor; Q8WZA2; EPAC2 activation, biochemical qHTS; response scale: 100% = 6.5 mM cAMP response; Potency, µM (series often up to 154 µM), inactives show at the top dose activation, actives largely listed as activators; 360,000 tested, 0.079% active; AID 720711; also: potency is read from the fitted curve at half-maximal effect; nearly all actives have a fitted effect of over 50% in size
Target sequence (Q8WZA2 whole entry, looked up): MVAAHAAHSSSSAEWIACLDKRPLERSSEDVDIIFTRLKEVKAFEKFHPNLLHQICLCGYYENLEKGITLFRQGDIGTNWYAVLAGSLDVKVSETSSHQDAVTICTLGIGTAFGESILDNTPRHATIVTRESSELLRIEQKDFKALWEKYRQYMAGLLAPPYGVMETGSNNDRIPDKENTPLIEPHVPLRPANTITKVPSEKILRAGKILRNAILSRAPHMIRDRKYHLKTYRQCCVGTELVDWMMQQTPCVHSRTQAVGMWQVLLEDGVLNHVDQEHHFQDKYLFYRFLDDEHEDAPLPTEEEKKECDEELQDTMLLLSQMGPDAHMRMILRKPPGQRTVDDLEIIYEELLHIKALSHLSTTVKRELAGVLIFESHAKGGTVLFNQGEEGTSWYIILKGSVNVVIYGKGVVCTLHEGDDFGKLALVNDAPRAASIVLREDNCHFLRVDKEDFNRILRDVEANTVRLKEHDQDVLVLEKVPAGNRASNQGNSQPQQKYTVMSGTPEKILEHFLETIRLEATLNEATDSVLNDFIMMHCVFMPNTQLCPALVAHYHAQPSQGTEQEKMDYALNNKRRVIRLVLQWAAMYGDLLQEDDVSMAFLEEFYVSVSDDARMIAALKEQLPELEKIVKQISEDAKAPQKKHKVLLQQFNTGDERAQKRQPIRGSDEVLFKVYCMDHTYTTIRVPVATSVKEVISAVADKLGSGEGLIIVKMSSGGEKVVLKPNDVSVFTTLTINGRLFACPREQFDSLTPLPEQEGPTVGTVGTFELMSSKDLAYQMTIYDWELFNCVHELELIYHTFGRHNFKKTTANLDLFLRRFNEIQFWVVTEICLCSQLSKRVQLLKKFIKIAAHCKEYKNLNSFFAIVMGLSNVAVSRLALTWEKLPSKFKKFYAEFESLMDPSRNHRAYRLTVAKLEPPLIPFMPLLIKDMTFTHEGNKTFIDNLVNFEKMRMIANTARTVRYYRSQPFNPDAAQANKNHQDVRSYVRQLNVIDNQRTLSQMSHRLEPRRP
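Exchange assay: 100 nM EPAC2 with 250 nM Rap1B-BODIPY-GDP and 50 uM GDP. Fluorescence (ex 480/em 540 nm) read every 5 min for 30 min at room temperature. Data normalized to 6.5 mM cAMP as agonist control.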
PI5P4Ka inh: blocks human PI5P4K alpha kinase activity | P48426 | PI5P4Kalpha enzyme, ADP-Glo luminescence, 60 min; hits give low values | max response, % | 330,000 tested, 1.2% active | AID 652105; active = max response of -50% or lower; inconclusive = between -30% and -50%; inactive = -30% or higher; also: value at the top dose of about 77 µM; % is scaled to controls: 0 for no effect and ±100 for the full control effect
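Reactions run in 0.038 M HEPES pH 7.4, 0.28 mM EGTA, 0.1% CHAPS and 5% DMSO, with PI5P4Kalpha, substrate, compound and 5 microM ATP final, one hour at room temperature. Readout is ADP-Glo luminescence.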
EPAC1 agonist: agonists of human EPAC1. EPAC1 agonist qHTS, biochemical assay; response scale: 100% = response to 6.5 mM cAMP. Potency, µM (highest dose often 154 µM), without a hit: top-dose activation, hits mostly activators. 360,000 tested, 0.073% active. AID 720707; also: potency is read from the fitted curve at half-maximal effect; nearly all actives have a fitted effect of over 60% in size
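Normalized to 6.5 mM cAMP, activity reflects EPAC1-catalysed release of BODIPY-GDP from Rap1B, followed kinetically over 30 min at 480 nm excitation, 540 nm emission. Reaction contained 100 nM EPAC1, 250 nM Rap1B-BODIPY-GDP, 50 uM GDP.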
* hit, by the source's call; ? = inconclusive; . = no result given; & = joins results of further samples; [ ] = dose if it differs, or a comment. Unless noted, calls follow the shape of the dose curve; as a rule, active = well fitted curve in the direction sought with a large enough effect; inconclusive = small, poorly fitted or top-dose-only effect, or another doubt; inactive = no such curve, though single readings can be large; an effect the other way counts as inactive or inconclusive.

SMILES	WRN inhibitor	PLK1 PBD block	CCT chaperon mod	IL2 activator	EPAC1 antag	EPAC2 agonist	PI5P4Ka inh	EPAC1 agonist
COC(=O)c1sccc1NC(=O)CC1C(=O)NCCN1C(=O)Nc1ccc(C(F)(F)F)cc1 (configuration not stated)	-9%	-4%	-0.5	-0.5	-4%	3%	8	-8%
O=C(COC(=O)Cc1ccccc1F)NCCc1ccccc1	1%	-7%	-1.5	-0.1	0%	10%	1	7%
COCCCN1C(=O)C(=O)/C(=C(/O)c2ccc(OCC(C)C)cc2C)C1c1cccnc1 (configuration not stated)	-4%	-9%	1.0	-1.4	5%	1%	.	-9%
CC(Sc1ncnc2sccc12)C(=O)Nc1ccc(C(N)=O)cc1 (configuration not stated)	-6%	-1%	1.2	-0.6	-2%	6%	2	12%
CC(=O)NCC(=O)N(Cc1ccco1)C1(C(=O)NC2CCCC2)CCCCC1	-13%	3%	-7.3	-2.9	-3%	-3%	2	-3%
COc1ccc(NC(=O)C2Cc3c(-c4cccc(C(N)=O)c4)ccnc3O2)cc1OC (configuration not stated)	-6%	-2%	1.3	-0.7	16%	9%	-16	-18%
CCN1C(C)=CC(=O)[C@@H](O)[C@H]1c1ccccc1Br	3%	-5%	-1.1	-0.7	-12%	-4%	1	-22%
CCC(=O)Nc1ccc(C(=O)c2ccccc2)cc1	-7%	-5%	-1.5	0.9	13%	-11%	-1	2%
CCOC(=O)C1=C(COC(=O)C2(C)CC2(Cl)Cl)NC(=O)NC1c1ccccc1 (configuration not stated)	3%	-4%	-0.1	-0.5	-18%	3%	-6	-12%
CC(C)(C)OC(=O)[C@H](CCCCN)NC(=O)c1nc[nH]c1C(=O)N[C@@H](CCCCN)C(=O)OC(C)(C)C	-7%	?	0.8	2.0	-11%	0%	1	4%

Exported with each value named: four of the compounds above.
smiles: COC(=O)c1sccc1NC(=O)CC1C(=O)NCCN1C(=O)Nc1ccc(C(F)(F)F)cc1 (configuration not stated)
  WRN inhibitor = -9%; PLK1 PBD block = -4%; CCT chaperon mod = -0.5; IL2 activator = -0.5; EPAC1 antag = -4%; EPAC2 agonist = 3%; PI5P4Ka inh = 8; EPAC1 agonist = -8%

smiles: O=C(COC(=O)Cc1ccccc1F)NCCc1ccccc1
  WRN inhibitor = 1%; PLK1 PBD block = -7%; CCT chaperon mod = -1.5; IL2 activator = -0.1; EPAC1 antag = 0%; EPAC2 agonist = 10%; PI5P4Ka inh = 1; EPAC1 agonist = 7%

smiles: COCCCN1C(=O)C(=O)/C(=C(/O)c2ccc(OCC(C)C)cc2C)C1c1cccnc1 (configuration not stated)
  WRN inhibitor = -4%; PLK1 PBD block = -9%; CCT chaperon mod = 1.0; IL2 activator = -1.4; EPAC1 antag = 5%; EPAC2 agonist = 1%; PI5P4Ka inh = .; EPAC1 agonist = -9%

smiles: CC(Sc1ncnc2sccc12)C(=O)Nc1ccc(C(N)=O)cc1 (configuration not stated)
  WRN inhibitor = -6%; PLK1 PBD block = -1%; CCT chaperon mod = 1.2; IL2 activator = -0.6; EPAC1 antag = -2%; EPAC2 agonist = 6%; PI5P4Ka inh = 2; EPAC1 agonist = 12%

Copied from the list:
In EPAC2 agonist, CC(Sc1ncnc2sccc12)C(=O)Nc1ccc(C(N)=O)cc1 (configuration not stated) reads 6%
In EPAC1 antag, COC(=O)c1sccc1NC(=O)CC1C(=O)NCCN1C(=O)Nc1ccc(C(F)(F)F)cc1 (configuration not stated) reads -4%

Additional records
SMILES	WRN inhibitor	PLK1 PBD block	CCT chaperon mod	IL2 activator	EPAC1 antag	EPAC2 agonist	PI5P4Ka inh	EPAC1 agonist
Cc1ccc(Cn2nc(C)c(C(=O)N3CCN(S(=O)(=O)/C=C/c4ccccc4)CC3)c2C)cc1	0%	-5%	-2.2	-0.1	-4%	10%	0	11%
O=C(Cc1ccccc1[N+](=O)[O-])c1ccc2c(c1)OCO2	1%	-5%	1.2	-0.3	-8%	6%	-1	4%
NC(=O)CSc1nccn1Cc1ccc(Cl)cc1	0%	1%	-0.1	2.2	-6%	4%	3	-1%
CCC(C)NC(=O)CN(c1ccc(OC)cc1)S(=O)(=O)c1ccc(NC(C)=O)cc1 (configuration not stated)	11%	-19%	-2.5	-1.1	-7%	2%	.	9%
COc1cccc(C(=O)N2CCN=C2SCc2cccnc2)c1OC	2%	-5%	-2.1	-3.0	0%	5%	4	-3%
COc1ccc(C2C(C#N)=C(N)Oc3n[nH]c(C)c32)cc1Cn1nnc2ccccc21 (configuration not stated)	-3%	?	1.6	-3.2	-2%	14%	-14	9%
O=C(Nc1ccccc1Cl)NC1(C(=O)N2CCOCC2)CCCCC1	14%	-14%	-2.9	0.2	10%	7%	-5	13%
CC1CN(Cc2ccccc2Cl)CC(C)O1 (configuration not stated)	4%	-2%	-3.4	1.8	13%	11%	.	5%
CC(=O)Nc1ccc(NC(=S)NC(=O)C2CC2)cc1	-4%	3%	1.7	0.6	?	14%	5	-4%
C[C@@H]1CN([C@H](C)CO)C(=O)c2cc(Br)cnc2O[C@@H]1CN(C)Cc1ccc(F)cc1	-2%	-20%	-3.6	-3.4	9%	11%	2	-10%
Cc1ccc(C(=O)Nc2ccccc2C(=O)N2CC(C)OC(C)C2)cc1 (configuration not stated)	28%	3%	2.2	-1.5	20%	1%	1	-6%
N=c1ncn(CC(O)CN2CCOCC2)c2nc(N3CCOCC3)[nH]c12 (configuration not stated)	-2%	0%	1.2	-1.1	13%	-8%	.	3%
CCSc1ncnc2c1sc1nc3c(cc12)COC(C)(C)C3	6%	-11%	3.1	5.8	3%	3%	2	-9%
CCOC(=O)N1CCN(C(=O)C[C@@H]2C[C@@]3(C(=O)OC)CCCCC=C3N(CCc3ccc(OC)c(OC)c3)C2=O)CC1	-4%	0%	.	-0.3	-18%	8%	4	10%
O=C(NCCc1ccccc1)c1nc(-c2cccs2)no1	-30%[57.1 µM]	-16%	-4.5	-3.0	-8%	14%	-3	4%
Cc1ccc(N2CC(=O)N(NC(=O)CN3CCN(c4ccccc4)CC3)CC2=O)cc1	0%	-4%	-0.9	0.7	-1%	8%	1	5%
CC1Cn2c(CCc3ccccc3)nnc2S1 (configuration not stated)	-11%	-6%	1.5	-3.5	-12%	5%	.	11%
Cc1ccc(CCNC(=O)C2CCN(C(=O)N(C)C)CC2)cc1	2%[57.1 µM]	1%	-1.4	-1.4	5%	4%	.	-7%
CCOC(=O)[C@@H]1[C@H]2COc3ccccc3[C@H]2N2C(=O)N(c3ccc(Cl)cc3)C(=O)[C@]12C	-9%	-9%	-3.4	0.7	-10%	17%	1	10%
CC(C)(C)NC(=O)C(=O)NNC(=O)c1cccc(F)c1	5%	-14%	-4.6	-5.7	-18%	12%	1	-16%
CC(C)(C)c1ccc(CN(Cc2ccco2)Cc2nnnn2C2CCCC2)cc1	-17%	0%	-2.8	-6.7	-14%	-5%	-3	-19%
O=S(=O)(Cc1ccc(Cl)cc1)Nc1ccc(Cl)cn1	-16%	-3%	-1.7	4.3	2%	-5%	3	-6%
O=S(=O)(c1ccc(F)cc1)N1CCN(CC(O)COc2ccccc2F)CC1 (configuration not stated)	-10%	6%	-1.4	-3.8	3%	-1%	4	-7%
O=C(NC(=S)Nc1ccc(Cl)cn1)C12CC3CC(CC(C3)C1)C2	1%	-2%	0.3	0.2	-24%	6%	13	1%
O=C(NCc1ccccc1)NCC12CC3CC(CC(C3)C1)C2	4%	-2%	-1.6	1.6	-3%	-3%	-2	9%
COc1cccc(CC(=O)OCC(=O)Nc2nnc(-c3ccccc3)o2)c1	-9%	-3%	0.1	-5.7	-7%	-9%	-5	10%
CCOc1cccc(C(=O)N(Cc2ccc(F)cc2)C2CCS(=O)(=O)C2)c1 (configuration not stated)	-4%	1%	-0.3	1.1	-26%	8%	.	5%
CCc1nnc(NC(=O)CSc2nnc(-c3ccc(O)cc3)n2C)s1	-25%	-8%	-2.3	-1.4	-20%	4%	-6	3%
Cn1cnnc1SCc1ccc(C(=O)O)cc1	-8%	-4%	1.4	-0.4	6%	0%	1	3%
O=C(Nc1ccccc1C(=O)N1CCCC1)c1cccc(S(=O)(=O)N2CCCCCC2)c1	0%	0%	-1.2	-0.7	7%	4%	-2	0%
CCOC(=O)c1oc2c(CN3CCN(C)CC3)c(O)c(CC)cc2c(=O)c1-c1nc2ccccc2s1	-5%	-1%	1.0	-1.8	-7%	9%	8	7%
O=C(Nc1nnc(-c2cc(Cl)ccc2Cl)o1)c1ccco1	3%	-5%	-0.5	-1.4	-18%	3%	-19	6%
O=C(Nc1ccc(NC(=O)c2cc3ccccc3o2)cc1)c1ccco1	-5%	1%	-13	-1.1	2%	-8%	2	-13%
COc1ccccc1NC(=O)Nc1ccccc1Br	6%	12µM*	-0.4	-3.7	-2%	-3%	-16	6%
O=C(NCCc1ccccc1)C(=O)NCCC1CCCCN1S(=O)(=O)c1ccccc1 (configuration not stated)	-36%	-18%	1.6	0.1	-8%	5%	1	3%
O=C1OC(/C=C/c2ccccc2)=NC/1=C\c1cccnc1	9%	-15%	-1.3	-4.2	-13%	12%	-13	8%
COc1ccc(N2C(=O)c3ccccc3C2O)cc1 (configuration not stated)	15%	-5%	0.9	-3.4	25%	6%	3	0%
CC(C)N(Cc1cnn(C)c1)C(=O)c1ccc(OC2CCN(Cc3ccccn3)CC2)cc1	3%	1%	-0.8	-0.3	17%	7%	4	-2%
NCCCS(=O)(=O)O	4%&6%	2%&-5%	-0.1&-0.4	0.0&-0.2	5%&-1%	4%&9%	1&8	-15%&-3%
O=C1NC(c2ccc3c(c2)OCO3)Nc2ccccc21 (configuration not stated)	2%	-3%	-3.2	0.7	7%	14%	-5	4%
O=C(OCc1ccccc1)/C(=C/c1cccc([N+](=O)[O-])c1)NC(=O)c1ccco1	-1%	-9%	1.0	-1.9	-25%	14%	3	2%
COCCN(C(=O)COC(=O)Cc1ccc(Cl)cc1Cl)c1c(N)n(Cc2ccccc2)c(=O)[nH]c1=O	2%	-1%	-1.9	2.0	3%	-14%	11	-2%
COc1cc(NC(=O)CCNC(=O)Cn2ccc3ccccc3c2=O)cc(OC)c1OC	4%	-5%	-1.0	1.1	-9%	5%	-12	-1%
O=C(c1ccco1)c1n[nH]nc1-c1ccccc1	-8%	-10%	-4.8	-0.1	13%	-3%	-7	-3%

These rows are one share of the data. The share of hits here may be higher or lower than overall.
